Screens from PubChem BioAssay.
FLuc modulator: firefly luciferase modulation, counter-screen for miR-21 project | purified FLuc, Km substrates, luminescence inhibition | P08659 | actives 6.9% (n = 360,000) | Potency, µM (titrated, usually from 57.5 µM), without a hit: at the highest dose activity change, negative = inhibition, actives largely listed as inhibitors; active means well fitted inhibition curve with a large enough effect; inconclusive means small, poorly fitted or top-dose-only effect;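 further: plate controls were vehicle for no effect and reference inhibitor for full effect; nearly all actives have a fitted effect of over 55% in size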
Target sequence (P08659 whole entry, looked up): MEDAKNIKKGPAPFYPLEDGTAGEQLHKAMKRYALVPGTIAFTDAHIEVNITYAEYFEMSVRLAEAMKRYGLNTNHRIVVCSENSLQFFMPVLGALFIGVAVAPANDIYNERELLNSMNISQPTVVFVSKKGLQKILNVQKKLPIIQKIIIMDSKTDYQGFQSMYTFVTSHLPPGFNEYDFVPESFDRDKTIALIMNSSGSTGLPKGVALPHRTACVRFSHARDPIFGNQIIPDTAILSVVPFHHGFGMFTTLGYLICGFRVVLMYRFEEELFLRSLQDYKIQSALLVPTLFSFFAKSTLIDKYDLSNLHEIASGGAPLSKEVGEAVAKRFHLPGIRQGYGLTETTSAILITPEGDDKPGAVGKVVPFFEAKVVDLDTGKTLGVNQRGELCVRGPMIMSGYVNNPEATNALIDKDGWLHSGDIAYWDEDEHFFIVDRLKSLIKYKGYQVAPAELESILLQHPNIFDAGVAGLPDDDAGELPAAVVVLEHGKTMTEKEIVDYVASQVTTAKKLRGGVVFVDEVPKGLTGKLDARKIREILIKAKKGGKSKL
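Purified P. pyralis luciferase, 10 nM final, with Km-level 10 uM D-luciferin and 10 uM ATP in 50 mM Tris acetate pH 7.5, 10 mM Mg acetate, 0.01% Tween-20, 0.05% BSA; 6-point qHTS titration about 60 µM downward; luminescence read.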
Starred values were filed as active, the others as inactive; ? = inconclusive. Potency means the concentration at half of the fitted maximal effect. These rows are one share of the data; rates above refer to the full screens.

structure	FLuc modulator
Cc1nc(-c2ccccc2)sc1-c1ccc(SCC(=O)NCc2ccccc2Cl)nn1	-12%
COc1ccc(Cl)cc1C(=O)Nc1ccc2oc(-c3ccc(C(C)(C)C)cc3)nc2c1	9.5µM*
COc1ccc(OC)c(CNc2sc3c(c2C(=O)Nc2cc(OC)ccc2OC)CCCC3)c1	-7%
COc1ccccc1N1CCN(C(=O)c2cnn(-c3ccc(C)c(C)c3)c2C2CCN(C(=O)OC(C)(C)C)CC2)CC1	-2%
CCC(C)c1ccc(OCC(=O)Nc2ccc(-c3nc4ncccc4o3)cc2)cc1 (centres undefined)	0%
Cc1ccc(Cl)c(NC(=O)Nc2csc3c2CCCC3)c1	?
O=C(NCCc1ccc(Cl)cc1)c1cc(-c2ccccc2)n[nH]1	3%
Cc1cc(C)c(Cn2c3ccccc3c3cnn(CC(=O)N4CCCCCC4)c(=O)c32)c(C)c1	-6%
O=C(CSc1nc2c([nH]c3ccccc32)c(=O)n1-c1ccccc1)c1ccc(Cl)cc1	-1%
Cc1cc(NC(=O)C2CCCN(S(=O)(=O)c3cn(C)cn3)C2)ccc1Br (centres undefined)	-3%

Other structures
structure	FLuc modulator
Clc1ccc(CCNC(c2cccc(Cl)c2)c2nnc(-c3ccccc3)o2)cc1 (centres undefined)	-13%
Cc1ccc(NC(=O)C2CCN(c3nc4ccccc4[nH]3)CC2)cc1Cl	-11%
CCCN1CCN(CCCNC(=O)c2cnn(-c3ccc(C)cc3)c2-n2cccc2)CC1	1%
Cc1cccc(NC(=O)CN2C(=O)C(c3ccc(F)cc3)=NC23CCCCCC3)c1C	-8%
COc1cc(C2CC(=O)Nc3cc4c(cc32)OCCO4)cc(Br)c1OC (centres undefined)	1%
CC1=C(C(=O)Nc2cc(C)cc(C)c2)C2(CCCCC2)OC1=O	-5%
CC1=C(C(=O)Nc2ccccc2)C(c2ccccc2)n2nc(-c3ccco3)nc2N1 (centres undefined)	3%
COc1ccc(CNC(=O)C2CCN(C(=O)N3CC(C)Oc4ccc(C)cc43)CC2)cc1 (centres undefined)	?
CCOc1ccc(CCNC(=O)Cn2ncn3c(cc4ccccc43)c2=O)cc1OCC	5%
CC1CCN(c2ncnc3c2nnn3C)CC1	7%

Later entries
structure	FLuc modulator
C#CCN1C(=O)C(O)(CC(=O)c2ccc(OC)c(OC)c2)c2cc(Br)ccc21 (centres undefined)	-7%
CCC(C)NC(=O)c1c(-c2ccccc2)c(-c2ccccc2)nn(C)c1=O (centres undefined)	3%
CCN(C(=O)CSc1nc2ncccc2[nH]1)c1ccc(C(C)C)cc1	-5%
CCCCOc1cccc(C(=O)N(Cc2cccs2)c2ccc(OC)cc2)c1	-13%
CC1CCN(c2nc(-c3ccc(C(C)(C)C)cc3)nc3ccccc23)CC1	5.4µM*
CCOc1ccc(CNC(=O)c2cc3cc(S(=O)(=O)N4CCCCC4)ccc3n2C)cc1	5%
CC(C)(C)C1CCc2c(sc(NC(=O)C3c4ccccc4Oc4ccccc43)c2C(N)=O)C1 (centres undefined)	-2%
COc1ccc(Nc2c3c(nc4ccc(NC(=O)c5ccc(F)cc5)cc24)CCCC3)cc1OC	-4%
COc1cc(/C=C(\C#N)c2nc3ccccc3[nH]2)ccc1OCc1cccc(C(F)(F)F)c1	0%
CCOc1ccc(-c2cc(C(=O)NCc3ccc(OC)cc3)c3c(-c4ccc(F)cc4)[nH]nc3n2)cc1	-3%

(further entries)
structure	FLuc modulator
Cc1cc(OCC(=O)N(Cc2sccc2C)C2CCS(=O)(=O)C2)ccc1Cl (centres undefined)	-2%
CCn1c(CN2CCCCC2)nc2cc(NC(=O)c3ccccc3[N+](=O)[O-])ccc21	-2%
O=C(COCc1cc(-c2ccc(F)cc2)on1)Nc1cc(Cl)ccc1O	-2%
CC1CN(C(=O)N2CCC(C(=O)NCCCc3ccccc3)CC2)c2ccccc2O1 (centres undefined)	0%
CC1CCN(S(=O)(=O)c2ccc3nc(NCc4ccc(N(C)C)cc4)ccc3c2)CC1	-8%
CCc1ccc(CNC(=O)C2COc3ccccc3C2)cc1 (centres undefined)	0%
Cc1ccc(-c2nc(CS(=O)(=O)CC(=O)Nc3cc(C)ccc3C)c(C)o2)cc1	-6%
Cc1ccc(CCNC(=O)c2ccc(Nc3nc4ccccc4n4nnnc34)cc2)cc1	0%
COc1cccc(CN(C(=O)c2oc3ccc(Br)cc3c2C)C2CCS(=O)(=O)C2)c1 (centres undefined)	-11%
COc1ccccc1Cn1ccn(CC(=O)Nc2c(C)cc(C)cc2C)c(=O)c1=O	0%

Later entries
structure	FLuc modulator
CCOc1ccc(-c2c(C)nn3c(C)c(C(=O)NCCN(C)C)cnc23)cc1OCC	-2%
Cc1ccc2nc(NC(=O)CSc3nccn3Cc3ccc(Cl)cc3)sc2c1	-5%
CCOC(=O)c1ccccc1NC(=O)CSc1nc2ncccc2o1	0%
COc1cc(-c2nc(SCC(=O)Nc3ccc4c(c3)OCO4)c(-c3ccccc3)[nH]2)cc(OC)c1OC	8.5µM*
CCCCOc1ccc(C(=O)NCCc2sc(-c3cccc(F)c3)nc2C)cc1	-16%
CCN1CCN(c2oc(/C=C/c3ccccc3OC)nc2C#N)CC1	0%
Cc1ccc(CNC(=O)c2cc3ccc4cccnc4c3[nH]2)cc1	?
COC(=O)CSc1ncc2c(n1)-c1ccccc1N(Cc1cccc(F)c1)S2(=O)=O	-2%
CN(C)CCCNc1oc(/C=C/c2ccc(F)cc2)nc1C#N	-3%
NC(=O)C1CCN(c2ncnc3c2cnn3-c2cccc(Cl)c2)CC1	?

More entries follow.
structure	FLuc modulator
CC(C)(C)OC(=O)N1CCC(c2c(C(=O)NCc3ccccc3)cnn2-c2ccc(F)cc2)CC1	-1%
CC1CCc2c(sc3nnn(Cc4cccc(C(=O)OC(C)C)c4)c(=O)c23)C1 (centres undefined)	-1%
COc1ccc(F)cc1S(=O)(=O)Nc1cccc(-c2ccc(N3CCCCCC3)nn2)c1	9.5µM*
O=C(NCc1ccccc1)c1cc(-c2cccc(Cl)c2)on1	2%
O=c1cc(-c2ccc(F)cc2)nc(SCc2nc(-c3cccc(C(F)(F)F)c3)no2)[nH]1	-15%
CCCn1c(CCC(=O)Nc2cc(OC)cc(OC)c2)nc2cccnc21	5%
CC1=C(c2ccc(C)c(C)c2)S(=O)(=O)N(Cc2ccc(C(=O)NCc3ccc(C)cc3)cc2)C1=O	2%
Cc1ccc2c(CC(=O)Nc3ccc(S(=O)(=O)N4CCCCC4C)cc3)coc2c1 (centres undefined)	-7%
COc1ccc(CCNC(=O)c2ccc3c(c2)N(Cc2ccc(F)cc2)C(=O)CS3)cc1OC	-4%
Cc1nc(-c2ccc(F)cc2)sc1CCNC(=O)Cc1ccc(F)cc1	-20%

The list goes on:
structure	FLuc modulator
COc1ccccc1N(CC(=O)NCCSc1ccccc1)S(=O)(=O)c1ccc(C)cc1	-3%
CCOC(=O)c1[nH]c2c(c1Cc1ccccc1)C(=O)CC(c1ccc(Cl)cc1)C2 (centres undefined)	-8%
COc1ccc(N(CC(=O)Nc2cccc(C(C)=O)c2)S(=O)(=O)c2ccccc2)c(OC)c1	-8%
CC(C)CCOc1ccc(C2N=C(N)Nc3nc4ccccc4n32)cc1 (centres undefined)	-4%
Cc1c2cnn(CC(=O)Nc3cccc(C(F)(F)F)c3)c(=O)c2c(C)n1Cc1ccccc1Cl	-12%
CCN(CCCNC(=O)c1ccc(Sc2ccc(F)cc2)c(NC(C)=O)c1)c1ccccc1	-24%
CCCN1C(C(=O)c2ccccc2)=C(OC(=O)c2ccc(C)cc2)c2ccccc2S1(=O)=O	0%
Cc1cccc(N(C)S(=O)(=O)c2c(C(=O)N3CCCCCC3)c(C)n(C)c2C)c1	3%
CN(C)CCN(Cc1ccco1)C(=O)c1oc2ccccc2c1NC(=O)c1cccc(F)c1	-3%
CCOc1ccc(-c2c(C)nn3c(C)c(C(=O)NCc4ccc(C)o4)cnc23)cc1OCC	0%

(listing goes on)
structure	FLuc modulator
Cc1ccc(C)c(NC(=O)C(=O)NCCc2csc(-c3cccc(F)c3)n2)c1	-3%
Cc1nnc2c(N3CCN(c4ccccc4F)CC3)nc3ccc(C(=O)c4ccccc4)cc3n12	-3%
Cc1nc2sccn2c(=O)c1S(=O)(=O)NCc1ccc(F)cc1	-1%
COc1ccc(CCNC(=O)c2cnc3ccc(C)cn3c2=O)cc1	-3%
CCOC(=O)c1c(NC(=O)COc2ccc(Cl)cc2C)sc2c1CCCCC2	-16%
COc1cc(NC(=O)C2CCN(S(=O)(=O)Cc3ccccc3)CC2)c(OC)cc1Cl	-7%
COc1ccc(S(=O)(=O)N2CCC(N3CCN(Cc4ccccc4)C(=O)C3=O)CC2)cc1	1%
O=C(C1CCC(CNS(=O)(=O)c2ccc(Br)s2)CC1)N1CCN(c2ccccc2)CC1 (centres undefined)	3%
Cc1ccc(-c2cn3c(n2)sc2cc(C(=O)NC4CCCCCC4)ccc23)c(C)c1	-1%
Clc1cccc(-n2ncc3c(NCCCc4ccccc4)ncnc32)c1	?

In the list so far, five contain a tert-butyl group:
structure	FLuc modulator
COc1ccc(Cl)cc1C(=O)Nc1ccc2oc(-c3ccc(C(C)(C)C)cc3)nc2c1	9.5µM*
COc1ccccc1N1CCN(C(=O)c2cnn(-c3ccc(C)c(C)c3)c2C2CCN(C(=O)OC(C)(C)C)CC2)CC1	-2%
CC1CCN(c2nc(-c3ccc(C(C)(C)C)cc3)nc3ccccc23)CC1	5.4µM*
CC(C)(C)C1CCc2c(sc(NC(=O)C3c4ccccc4Oc4ccccc43)c2C(N)=O)C1 (centres undefined)	-2%
CC(C)(C)OC(=O)N1CCC(c2c(C(=O)NCc3ccccc3)cnn2-c2ccc(F)cc2)CC1	-1%

Reformatted as labelled records: part of the list above
COc1ccc(S(=O)(=O)N2CCC(N3CCN(Cc4ccccc4)C(=O)C3=O)CC2)cc1
- FLuc modulator: 1%
Cc1ccc(C)c(NC(=O)C(=O)NCCc2csc(-c3cccc(F)c3)n2)c1
- FLuc modulator: -3%

(further entries)
structure	FLuc modulator
Cn1cnc(S(=O)(=O)N2CCC(C(=O)N3CCN(c4ccc(Cl)cc4)CC3)CC2)c1	-4%
CCOC(=O)c1cc(S(=O)(=O)N2CCN(c3ccc(F)cc3)CC2)[nH]n1	-6%
CCN1CCN(c2oc(/C=C/c3cc(OC)c(OC)c(OC)c3)nc2C#N)CC1	-7%
COc1ccc(Cc2nc3c4cnn(-c5ccccc5F)c4ncn3n2)cc1	?
COc1cc(-c2nc3ncccn3c2Nc2ccc(C)cc2C)ccc1O	-17%
COc1ccc(OCC(=O)N2CCN(C(=O)c3cc(OC)c(OC)c(OC)c3)CC2)cc1	?
CC(C)c1ccc2occ(CC(=O)Nc3cccc(C(F)(F)F)c3)c2c1	2%
CN1CCN(C(CNC(=O)C(=O)Nc2ccc(F)cc2)c2cccnc2)CC1 (centres undefined)	-1%
Cc1ccc(C2=CC(c3ccccc3C)n3c(nc4ccccc43)N2)cc1 (centres undefined)	6µM*
CCOC(=O)c1[nH]c(C)c(CCC(=O)NCc2ccc(OC(C)C)cc2)c1C	-10%

Other results
structure	FLuc modulator
CCOc1ccc(N2CC(NC(=O)c3cc4ccccc4o3)CC2=O)cc1 (centres undefined)	-2%
O=C(Cn1c(=O)oc2cc(S(=O)(=O)NCc3ccccc3)ccc21)NCc1ccc(Cl)cc1	-1%
CCOc1ccc(NC(=O)CC2Nc3cccc4cccc(c34)NC2=O)cc1 (centres undefined)	?
Cc1ccc(CNC(=O)C2CCCCN2S(=O)(=O)c2ccc(F)cc2)cc1 (centres undefined)	-4%
CCc1cccc(NC(=O)C(CC(C)C)NS(=O)(=O)c2ccc3c(c2)oc(=O)n3C)c1 (centres undefined)	-3%
COc1ccccc1NC(=O)CCS(=O)(=O)c1ccc2nc(C)sc2c1	-1%
Cc1ccc(-n2ncc(C(=O)NCCCN3CCc4ccccc4C3)c2C2CCN(C(=O)OC(C)(C)C)CC2)c(C)c1	-8%
COc1ccc(Cn2c(CO)cnc2SCc2ccccc2C)cc1	?
COc1ccc(NC(=O)Cn2c(C)cc3ccccc3c2=O)c(OC)c1	0%
O=C(Nc1ccc(NC(=O)c2cccs2)cc1)c1ccc(Br)cc1	-5%

Next section:
structure	FLuc modulator
Cc1ccc(C(c2sc3nc(-c4ccco4)nn3c2O)N2CCN(Cc3ccccc3)CC2)cc1 (centres undefined)	?
O=C(COc1ccccc1)Nc1ccccc1C(=O)OCc1cc(=O)n2nc(C3CC3)sc2n1	21µM*
Cc1cccc(-c2nc3c(C#N)c[nH]n3c2NC2CCCCC2)c1	0%
CCOc1ccccc1-c1nc(SCC(=O)c2ccc(OC)c(Br)c2)n[nH]1	0%
CSc1ccc(-c2nnc(NC(=O)c3ccc4c(c3)OCCO4)o2)cc1	?
COc1ccc(-c2cn3nc(N4CCC(C(=O)Nc5cccc(OC)c5)CC4)sc3n2)cc1	-9%
CCC(Cc1ccccc1)NC(=O)c1oc(=O)c2ccccc2c1-c1ccccc1 (centres undefined)	-1%
O=C(NC1CC(=O)N(c2ccccc2)C1)C(c1ccccc1)c1ccccc1 (centres undefined)	2%
O=C(CCNS(=O)(=O)c1ccc(Br)s1)Nc1ccc(Br)cc1	?
Cc1c(C(=O)Nc2ccc(F)cc2F)sc2nc3n(c(=O)c12)N=C(c1ccccc1)CS3	3%
CC(=O)c1cccc(NC(=O)CN2C(=O)CC(c3ccc(C)cc3C)=Nc3ccccc32)c1	?
CCN(CC)S(=O)(=O)c1ccc2c(c1)N(CC(=O)N1CCN(c3ccc(Cl)cc3)CC1)C(=O)CO2	0%
